Pf Dd2 growth: blocks in vitro growth of P. falciparum Dd2. P. falciparum Dd2 growth, SYBR Green, 72 h. Potency, µM (highest dose often 28.9 µM), for inactives: at the highest dose activity, negative = inhibition, hits mostly inhibitors. 4.3% of 120,000 active. AID 1347417; active = well fitted inhibition curve with a large enough effect; inconclusive = small, poorly fitted or top-dose-only effect; inactive = no such curve, though single readings can be large or run the other way;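 note: plate controls were DMSO vehicle for no effect and reference drug for full effect; nearly all actives have a fitted effect of over 65% in size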
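Readout: SYBR Green fluorescence, 485 nm excitation, 535 nm emission, after ~16 h lysis at 37C. Before that, Dd2-infected red cells (2.5% hematocrit) grew 72 h with compound, 29 uM top final concentration.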
Numbers without * were called inactive; i = inactive; ? = inconclusive; [ ] = dose if it differs, or a comment. Potency is the fitted concentration of half-maximal effect. This is a subset (hit frequency here may not be typical).

smiles	Pf Dd2 growth
Cc1ccc(C)c(N2CCN(C(=O)c3cc(S(=O)(=O)N4CCCCCC4)cn3C)CC2)c1	?
CCOc1ccc(CC(=O)N[C@@H]2CN(S(C)(=O)=O)C[C@H]2CN(C)C)cc1	11%
CCN(CC)C(=O)Cn1c(SCCOc2ccc(Cl)cc2)nc2ccccc21	?
CN(Cc1ccc(F)cc1)S(=O)(=O)c1nnc(NC(=O)c2ccccc2)s1	i
O=C(c1ccccc1F)N1CCC(n2cc(-c3nc(C4CC4)no3)nn2)C1 (stereo not drawn)	-7%
COC[C@@H]1CN(C(=O)c2ccc(F)c(F)c2)C[C@H]1C(N)=O	3%
Cc1ccccc1C(=O)Nc1ccc(S(=O)(=O)N2CCC(c3nc4ccccc4s3)CC2)cc1	?
CCc1cc(=O)n(CC(=O)Nc2ccc(N(C)C)cc2)c(-c2cccc(F)c2)n1	i
CCOc1ccc2c(n1)CCN(C(=O)c1cc(C)nn1C)C2	9%
Cc1ccccc1NC(=O)Cn1c(=O)n(Cc2ccc3c(c2)OCO3)c(=O)c2oc3ccccc3c21	-3%
COc1ccc(C)cc1NC(=O)Cn1c(=O)c(-c2noc(C)n2)c2n(c1=O)CCCCC2	-5%
CC(C)[C@H]1CN(Cc2ccc(C(F)(F)F)nc2)C[C@@H]1NC(=O)CO	-3%
Cc1ccc(NC(=O)NCC2CCOCC2)cc1F	-15%
COc1ccc(CN2CCCC3(CC(c4ccccn4)=NO3)C2)cc1 (stereo not drawn)	?
Cc1nc(CC(=O)NC(C)c2cnn(-c3ccccc3)c2C)cs1 (stereo not drawn)	-2%

The list goes on.
smiles	Pf Dd2 growth
COc1cccc(C(=O)N2CCC3(CC2)OCC(C(=O)NC(C)C)N3C(=O)c2ccccc2C)c1 (stereo not drawn)	-6%
CCOc1ccc(CC(=O)NCCn2ccn3nc(-c4cccc(OC)c4)cc3c2=O)cc1	?
Cc1cccc(NC(=O)NCC2CCOCC2)c1C	-12%
COCCCNC(=O)C(NC(=O)c1ccc(F)cc1)C1CCN(C(=O)C2CC2)CC1 (stereo not drawn)	-11%
Cn1cc(CN2CCn3c(nnc3[C@@H]3C[C@@H](O)CN3Cc3cccnc3)C2)c2ccccc21	-26%
CC(=O)c1ccc(NC(=O)Cn2c(=O)c3cccn3c3ccccc32)cc1	-1%
O=C(CC1CCCC1)N1CCCC(c2noc(COc3ccccc3)n2)C1 (stereo not drawn)	?
CCCN1Cc2cccc(C(=O)Nc3cc(Cl)ccc3C)c2C1=O	-11%
O=C(Nc1ccccc1Cl)N1CCC(Oc2ncccc2C(=O)N2CCCCC2)C1 (stereo not drawn)	-3%
O=C(CSc1nnc(-c2ccccc2)c(-c2ccccc2)n1)NC1CCCC1	20%
CCN(C(=O)CN1C(=O)NC2(CCOCC2)C1=O)c1ccccc1	21%
Cc1ccc(-n2ncc3c(NCCc4ccccc4)ncnc32)cc1C	?
COc1ccc(C)cc1NC(=O)c1cccn(Cc2ccccc2Cl)c1=O	-23%
COc1cccc2c1OCC(C(=O)N1C[C@@H]3[C@H](C1)[C@H]1CC[C@@H]3O1)C2 (stereo partly drawn)	17%
COCCOC1CCOC2(CCN(C(=O)c3ccncc3)CC2)C1 (stereo not drawn)	67%[activator]

Later entries:
smiles	Pf Dd2 growth
Cc1nc(-c2cccc(F)c2)sc1CCNC(=O)c1c(F)cccc1Cl	i
CSc1nn(Cc2cccc(Cl)c2)c(N(C(C)=O)C(C)=O)c1S(=O)(=O)c1ccccc1	13%
C=CCOC(=O)Nc1nc2c(s1)C[C@@H]1[C@](C)(CO)[C@H](O)CC[C@@]1(C)[C@@H]2CC(=O)NC(C)C	-9%
COC(=O)[C@H]1CCCN1C(=O)[C@@H]1C[C@@H](NS(=O)(=O)c2cccs2)CCN1C(=O)COCC(=O)O	-1%
Cc1nc2sccn2c(=O)c1S(=O)(=O)Nc1ccc(N2CCOCC2)c(Cl)c1	7%
COc1ccc2[nH]cc(CCNC(=O)C3CCCN(C(C)=O)C3)c2c1 (stereo not drawn)	-9%
COCCOC1CCOC2(CCN(C(=O)c3ccc4ccccc4n3)CC2)C1 (stereo not drawn)	?
Cc1noc(Cn2c(=O)c3ccccc3n(CC(=O)Nc3ccc(F)cc3F)c2=O)n1	?
COc1ccc(-c2cc(C[C@H]3CNCC[C@H]3CC(=O)N3CCOCC3)no2)cc1	9%[44.1 µM]
O=C(c1csc(N2CCN(c3ccccc3)CC2)n1)N1CCN(C2CCCCC2)CC1	i
COc1ccc(N2CCN(Cc3nc4c(c(=O)[nH]c(=O)n4C)n3Cc3ccccc3F)CC2)cc1	-4%
O=C1CCCN1CC(=O)N1CCC(c2nc(CCOc3ccc(F)cc3)no2)C1 (stereo not drawn)	i
CCc1[nH]c2c(CNC(=O)C3(C)CCCCO3)cc(F)cc2c1C (stereo not drawn)	?
O=C(CC1CCCC1)NCCC1CCN(C(=O)Nc2ccc(F)cc2)CC1	i
Fc1ccc(CNc2cc3c(cn2)CN(Cc2ccncc2)CCN3)cc1	?

Going on with the list:
smiles	Pf Dd2 growth
CN(C)C[C@@H]1CN(S(C)(=O)=O)C[C@H]1NC(=O)c1cccs1	31%[activator]
CC(=O)N1CCc2cc(S(=O)(=O)NC(CC(C)C)C(=O)Nc3cc(C)cc(C)c3)ccc21 (stereo not drawn)	i
CCCCNC(=O)CCn1c(=O)c2cccn2c2ccc(F)cc21	i
Cc1cc(F)ccc1OC1CN(Cc2ccsc2)C1	?
Cc1ccc(OCC(=O)N2CCCN(S(C)(=O)=O)c3ccccc32)cc1	i
CCC(=O)N1CCCc2cc(S(=O)(=O)N3CCC(C(=O)Nc4cccc(Cl)c4)CC3)ccc21	i
O=C(NCc1ccc(Cl)cc1)C1=Cc2cc(Br)ccc2OC1	33%[activator]
Cc1nncn1-c1ccc(C(=O)Nc2cc(F)ccc2F)cc1	13%
O=C1COCC2(CN(Cc3cc(F)ccc3F)C2)CN1Cc1ccccc1	-3%[44.1 µM]
CCc1ccccc1Nc1ncnc2c1nc1n2CCCC1	46%[activator]
O=C(c1c(OCC2CC2)cc(=O)n2c1CCCCC2)N1CCN(c2ccccn2)CC1	9%
Cc1cc(C(F)(F)F)nn1CC(=O)NCC1Cn2cccc2C(=O)N1Cc1ccccc1 (stereo not drawn)	?
Cc1cccc(NS(=O)(=O)c2ccc3nc(-c4ccccc4)[nH]c3c2)c1C	26%
O=C(CCn1c(=O)c2ccccc2n(Cc2ccc(Cl)cc2)c1=O)NCc1ccc2c(c1)OCO2	-15%
COc1ccccc1CCC(=O)N1CCN(c2cc(-c3ccc(Cl)cc3)[nH]n2)CC1	?

Continuation.
smiles	Pf Dd2 growth
O=C1N(c2ccccc2)CCOC12CCN([S+](=O)([O-])c1cccnc1)CC2	-15%[44.1 µM]
O=C(CS(=O)(=O)c1ccc(Cl)cc1)Nc1nc2ccc(Br)cc2s1	43%[activator]
COc1ccc(-c2nnc(SCC(=O)Nc3ccc(C(C)=O)cc3)nc2-c2ccc(OC)cc2)cc1	?
COc1ccc(-n2nc(C3CCCN(C(=O)c4ccccc4F)C3)[nH]c2=O)cc1 (stereo not drawn)	i
COCCN1C(=O)CCC2(CNC(=O)Cc3c(C)noc3C)CCCC=C12 (stereo not drawn)	10%
CN1c2ccccc2-c2nc(SCC(=O)Nc3ccccc3C(F)(F)F)ncc2S1(=O)=O	55%[activator]
CCOc1ccc2c(n1)CCN(C(=O)c1ccc(OCC)c(OCC)c1)C2	-19%
COCCCNC(=O)c1cc(-c2cccnc2)nc2ccccc12	-4%
Cc1nn(-c2ccc(C(F)(F)F)cc2)c(C)c1[C@@H]1C=C[C@@H](NC(=O)Nc2ccccc2)C1	11µM*
Oc1ccccc1-c1nc(/C=C/c2ccc(F)cc2)no1	33%[activator]
CN(C)c1ccc(NC(=O)CCSc2nc(-c3ccco3)cc(C(F)(F)F)n2)cc1	11µM*
CNC(=O)N1CCCCCCNC(=O)[C@@H]2CCCC[C@@H]21	6%
COc1cccc(NC(=O)c2cnc3c(c2)N(C(=O)Cc2ccccc2OC)CCC3)c1	i
Cc1ccc(NC(=O)Nc2ccc(C)n(CC(=O)Nc3ccc(C)c(C)c3)c2=O)cc1	-9%
CCn1ccc2sc(C)c(C(=O)NCc3ccc(OC)cc3OC)c2c1=O	-24%

Further records
smiles	Pf Dd2 growth
COc1cccc(CNC(=O)N2CCC(CN3CCC(C)CC3)CC2)c1	-3%
CN(C)c1ccc(CNC(=O)C2CCN(Cc3cc4ccccc4n3Cc3ccccc3)CC2)cc1	11µM*
CCc1ccccc1NC(=O)C1CCC(CNS(=O)(=O)c2ccc3c(c2)CC(C)N3C(C)=O)CC1 (stereo not drawn)	-27%
O=C(CSc1nc(-c2ccc(F)cc2)nc2c1Cc1ccccc1O2)Nc1cccc(C(=O)O)c1	i[5.79 µM]
O=C(Nc1ccc(F)c(F)c1)C1CCN(C(=O)c2ncn3c2COC(c2ccc(F)cc2)C3)CC1 (stereo not drawn)	i
CC(O)CNC(=O)c1ccc(-c2ncc3cnc(C4=CCOCC4)cn23)cc1 (stereo not drawn)	i
CCCCNC(=O)CC(c1ccc(OC)cc1OC)c1c[nH]c2c(CC)cccc12 (stereo not drawn)	i
CCCNC(=O)C(NC(=O)c1cccc(C)c1)C1CCN(C(=O)CCc2ccccc2)CC1 (stereo not drawn)	i
COc1cc(Nc2nc3c(S(=O)(=O)c4cccc(Cl)c4)nnn3c3ccsc23)cc(OC)c1	0%
N#Cc1c[nH]n2c(NC3CCCCC3)c(-c3ccc(F)cc3)nc12	14%
Cc1noc2c(N(C)C)cc(-c3ccsc3)nc12	20%[44.1 µM]
N#C/C(=C\c1ccccc1)c1nc(-c2cc3c(ccc4ccccc43)oc2=O)cs1	16%
CCC(=O)N1c2ccccc2CC1C(=O)NCCc1ccc(C)cc1 (stereo not drawn)	-12%
CCCS(=O)(=O)Nc1ccc2n(c1=O)C[C@H]1C[C@@H]2CN(C(=O)Nc2ccc(OC)cc2)C1	1%
CN(Cc1ccc2nonc2c1)C(=O)C1CCN(C(=O)C2CCCC2)CC1	-22%

Of the compounds above, these have bromine.
smiles	Pf Dd2 growth
O=C(NCc1ccc(Cl)cc1)C1=Cc2cc(Br)ccc2OC1	33%[activator]
O=C(CS(=O)(=O)c1ccc(Cl)cc1)Nc1nc2ccc(Br)cc2s1	43%[activator]

Other results follow:
smiles	Pf Dd2 growth
CC(=O)Nc1ccc(NC(=O)c2cc3c(=O)n(Cc4cccnc4)ccc3nc2C)cc1	i[5.79 µM]
CC1CCCN(C(=O)c2coc(COc3cccc(F)c3F)n2)C1 (stereo not drawn)	-18%
COc1ccc(NC(=O)NC[C@H]2Cn3cc(-c4ccc(C)cc4)nc3CO2)cc1	2.5µM*
Cc1c(C(=O)N2CCC(C)CC2)c(S(=O)(=O)Nc2cccc(C#N)c2)c(C)n1C	i
COc1ccc(CCNC(=O)c2ccc(Cn3c(=O)c4ccccc4n(Cc4cccc(Cl)c4)c3=O)cc2)cc1OC	?
CC1(C)C[C@H](NC2CCOCC2)[C@@]2(CCC(=O)N3CCOCC3)CC[C@](C)(O)C[C@@H]12	-6%[44.1 µM]
O=C(c1ccccc1F)N1CC[C@H]2COC(=O)N2c2cc(F)ccc2C1	18%[44.1 µM]
CCOc1ccc2oc(=O)cc(CN3CCN(C(=O)c4ccc(Cl)cc4)CC3)c2c1	?
COc1ccc(-c2cc(N3CCC(NC(=O)CCc4ccccc4OC)CC3)n[nH]2)cc1	i
Cc1cc(NC(=O)CCc2nc3cccnc3n2-c2ccccc2)ccc1Br	i
Cn1cc(C(=O)N2CCC(N3C(=O)C(OCC4CC4)C34CCOCC4)CC2)cn1 (stereo not drawn)	1%
COc1ccc(OC)c(CNC(=O)CCn2c(=O)c3cccn3c3ccc(F)cc32)c1	17%
COCCn1c(=O)n([C@H]2CCCN(C(=O)CN3CCCC3=O)C2)c2ncccc21	5%
CN1CCCCCCN(C(=O)CC2CCCC2)[C@H]2CCC[C@H]2C1=O	?
CCOC(=O)C1(Cc2cccc(C(F)(F)F)c2)CCN(Cc2ccc(COC)o2)CC1	8.9µM*

(further entries)
smiles	Pf Dd2 growth
CC(C)c1nccn1CCCNC(=O)c1ccc(-c2ccc(F)cc2)nc1	?
Cc1oc(-c2ccc(Cl)cc2)nc1CS(=O)CC(=O)NCc1ccc(Cl)cc1 (stereo not drawn)	-1%
CC(Cn1cccn1)C(=O)N1CCC(Oc2ccccc2)(C(=O)O)CC1 (stereo not drawn)	-7%
CN1CCCC2(C1)CN(C)c1ccc(C(=O)NCCc3ccccc3)cc12 (stereo not drawn)	-27%[44.1 µM]

Rewritten with each value named: entries from further up
> O=C(CS(=O)(=O)c1ccc(Cl)cc1)Nc1nc2ccc(Br)cc2s1
- Pf Dd2 growth: 43%[activator]
> CCCNC(=O)C(NC(=O)c1cccc(C)c1)C1CCN(C(=O)CCc2ccccc2)CC1 (stereo not drawn)
- Pf Dd2 growth: i
> C=CCOC(=O)Nc1nc2c(s1)C[C@@H]1[C@](C)(CO)[C@H](O)CC[C@@]1(C)[C@@H]2CC(=O)NC(C)C
- Pf Dd2 growth: -9%
> Fc1ccc(CNc2cc3c(cn2)CN(Cc2ccncc2)CCN3)cc1
- Pf Dd2 growth: ?

From PubChem
